Compound activity as filed in PubChem.
POLB inh = qHTS Assay for Inhibitors of DNA Polymerase Beta | Pol beta primer extension/strand displacement, fluorescence kinetic | 340,000 compounds, 1.3% hits | Potency, µM (series often up to 114 µM), without a hit: top-dose activity change, negative = inhibition, actives largely listed as inhibitors; also: potency is read from the fitted curve at half-maximal effect; % is scaled to controls: 0 for no effect and ±100 for the full control effect
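Pol beta (10 nM) was preincubated with compound for 15 min at room temperature. The reaction was then started with 50 nM substrate and read immediately and after a further 10 min at room temperature.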
Apoferritin bind = qHTS Assay for Identification of Novel General Anesthetics; Ferritin light chain (Equus caballus), P02791; apoferritin/1-aminoanthracene competitive binding, fluorescence; Potency, µM (titrated, usually from 77.5 µM), without a hit: at the top dose activity change, negative = displacement, most hits filed as inhibitors; 350,000 compounds, 0.074% hits; AID 485281, 2010; also: potency is read from the fitted curve at half-maximal effect; % is scaled to controls: 0 for no effect and ±100 for the full control effect; nearly all actives have a fitted effect of over 20% in size
Target sequence (P02791 2-175 limits assumed): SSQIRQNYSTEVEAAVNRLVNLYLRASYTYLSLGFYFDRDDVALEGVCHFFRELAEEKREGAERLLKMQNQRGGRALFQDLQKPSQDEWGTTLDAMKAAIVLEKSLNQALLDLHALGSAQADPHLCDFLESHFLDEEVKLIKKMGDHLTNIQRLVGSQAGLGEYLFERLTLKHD
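Probe: 1-aminoanthracene (50% saturated, PBS). Protein: horse-spleen apoferritin, 10 uM. Incubation: 10 min, room temperature. Detection: 380 nm excitation, 535 nm emission. Analysis: normalized response, four-parameter Hill.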
RXFP1 antag = qHTS Assay for Antagonists of the Relaxin Receptor RXFP1. Relaxin receptor 1 (Homo sapiens), Q9HBX9. HEK293-RXFP1, relaxin-stimulated cAMP HTRF, 30 min; hits give low values. activity change, negative = inhibition, % at 57.5 µM. 350,000 compounds, 0.59% hits. AID 1259400, 2018;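 active = activity change of -60% or lower, but not beyond a set lower limit; inconclusive = change between -60% and -40%, or beyond the set limit; inactive = change above -40%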; also: % is scaled to controls: 0 for no effect and ±100 for the full control effect
POLK inh = qHTS for Inhibitors of Polymerase Kappa; DNA polymerase kappa (Homo sapiens), Q9UBT6; purified Pol kappa, fluorescent DNA synthesis assay, 10 min; Potency, µM (doses to about 107 µM), for the others: at the top dose activity, negative = inhibition, usual class: inhibitors; 400,000 compounds, 0.53% hits; AID 588579, 2011; also: potency is read from the fitted curve at half-maximal effect; % is scaled to controls: 0 for no effect and ±100 for the full control effect
Target sequence (Q9UBT6 whole entry, looked up): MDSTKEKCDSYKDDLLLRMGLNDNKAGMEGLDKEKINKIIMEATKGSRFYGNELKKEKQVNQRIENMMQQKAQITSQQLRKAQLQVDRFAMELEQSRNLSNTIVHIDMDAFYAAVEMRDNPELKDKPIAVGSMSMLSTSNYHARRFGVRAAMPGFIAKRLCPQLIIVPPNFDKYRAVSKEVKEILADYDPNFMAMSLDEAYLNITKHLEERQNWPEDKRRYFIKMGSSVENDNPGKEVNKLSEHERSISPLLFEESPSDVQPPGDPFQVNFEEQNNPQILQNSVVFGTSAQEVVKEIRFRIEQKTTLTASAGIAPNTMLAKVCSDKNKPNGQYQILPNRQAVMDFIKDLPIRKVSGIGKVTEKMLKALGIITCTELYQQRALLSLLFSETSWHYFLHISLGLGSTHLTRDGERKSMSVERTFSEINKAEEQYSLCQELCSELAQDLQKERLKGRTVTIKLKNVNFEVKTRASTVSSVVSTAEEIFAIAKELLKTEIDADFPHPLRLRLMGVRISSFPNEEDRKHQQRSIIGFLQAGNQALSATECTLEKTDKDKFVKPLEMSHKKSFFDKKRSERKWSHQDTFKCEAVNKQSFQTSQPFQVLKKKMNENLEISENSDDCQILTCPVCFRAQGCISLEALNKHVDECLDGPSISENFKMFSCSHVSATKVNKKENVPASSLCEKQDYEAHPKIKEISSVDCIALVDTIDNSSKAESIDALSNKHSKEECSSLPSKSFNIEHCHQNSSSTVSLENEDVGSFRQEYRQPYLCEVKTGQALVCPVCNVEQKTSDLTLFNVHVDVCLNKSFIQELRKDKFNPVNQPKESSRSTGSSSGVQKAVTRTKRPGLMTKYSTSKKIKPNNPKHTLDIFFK
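Activity was followed as the change in fluorescence between reads at 0 and 10 min after starting the reaction with 50 nM substrate. Beforehand, 10 nM polymerase had been preincubated with compound for 15 min at room temperature.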
POLI inh = qHTS for Inhibitors of Polymerase Iota. DNA polymerase iota (Homo sapiens), Q9UNA4. 390,000 compounds, 1% hits. Pol iota fluorescent replication assay, 10 min. Potency, µM (series often up to 115 µM), inactives show top-dose activity, negative = inhibition, actives largely listed as inhibitors; also: potency is read from the fitted curve at half-maximal effect
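Pol iota at 10 nM preincubated 15 min with compounds at room temperature; reaction started with fluorescent substrate, 50 nM final. Fluorescence read kinetically at 0 and 10 min; buffer-only wells as negative control.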
Tb PGK inh = qHTS Assay to Find Inhibitors of Phosphoglycerate Kinase. Potency, µM (series often up to 57.5 µM), for the others: top-dose activity change, negative = inhibition, actives largely listed as inhibitors. 380,000 compounds, 0.043% hits. Phosphoglycerate kinase, glycosomal (Trypanosoma brucei brucei), P07378. PGK/GAPDH coupled, Kinase-Glo luminescence, 60 min; also: potency is read from the fitted curve at half-maximal effect; % is scaled to controls: 0 for no effect and ±100 for the full control effect; nearly all actives have a fitted effect of over 60% in size
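Recombinant glycosomal PGK reaction used 1,3-bisphosphoglycerate generated in-well by GAPDH (100nM final) in 100mM TEA pH 7.6, 5mM MgCl2, 0.01% Tween-20. After 60 minutes at room temperature, ATP was read by Kinase-Glo Plus luminescence end-point.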
APE1 inh = qHTS Assay for Inhibitors of the Human Apurinic/apyrimidinic Endonuclease 1 (APE1); DNA repair nuclease/redox regulator APEX1 (Homo sapiens), P27695; recombinant APE1, TAMRA/BHQ-2 abasic DNA cleavage fluorescence; Potency, µM (titrated, usually from 65.8 µM), for the others: at the highest dose activity change, negative = inhibition, hits mostly inhibitors; 350,000 compounds, 0.35% hits; AID 2517, 2012;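 also: potency is read from the fitted curve at half-maximal effect; plate controls were vehicle for no effect and reference inhibitor for full effect; nearly all actives have a fitted effect of over 55% in size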
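Endonuclease cleavage of a quenched abasic-site DNA duplex (50 nM) by APE1 (0.75 nM) was tracked by TAMRA dequenching. Compounds were preincubated with enzyme 15 min at room temperature; data normalized to buffer-only and DMSO wells plus NSC13755 control.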
BLM helicase inh = qHTS Assay for Inhibitors of Bloom's syndrome helicase (BLM); Potency, µM (doses to about 56.1 µM), for the others: top-dose activity change, negative = inhibition, most hits filed as inhibitors; recombinant BLM DNA unwinding, fluorescence dequenching; RecQ-like DNA helicase BLM (Homo sapiens), P54132; AID 2528, 2010; 350,000 compounds, 0.2% hits;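 also: potency is read from the fitted curve at half-maximal effect; plate controls were vehicle for no effect and no enzyme for full effect; nearly all actives have a fitted effect of over 35% in size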
Pol eta inh = qHTS for Inhibitors of Polymerase Eta. DNA polymerase eta (Homo sapiens), Q9Y253. recombinant Pol eta, fluorescent DNA replication assay. Potency, µM (highest dose often 114 µM), for inactives: top-dose activity change, negative = inhibition, hits mostly inhibitors. 390,000 compounds, 1.2% hits. AID 588591, 2011; also: potency is read from the fitted curve at half-maximal effect; % is scaled to controls: 0 for no effect and ±100 for the full control effect
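Pol eta at 10 nM preincubated with compounds 15 min at room temperature; reaction started with fluorescent substrate (50 nM final) and read kinetically at 0 and 10 min.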
Starred values were filed as active, the others as inactive; i = inactive; ? = inconclusive; · = not tested or not shown; [ ] = another dose, or the depositor's remark. Unless noted, calls follow the shape of the dose curve; as a rule, active = well fitted curve in the direction sought with a large enough effect; inconclusive = small, poorly fitted or top-dose-only effect, or another doubt; inactive = no such curve, though single readings can be large; an effect the other way counts as inactive or inconclusive. The list is partial. The share of hits here may be higher or lower than overall.

SMILES	POLB inh	Apoferritin bind	RXFP1 antag	POLK inh	POLI inh	Tb PGK inh	APE1 inh	BLM helicase inh	Pol eta inh
COc1ccc(C)cc1S(=O)(=O)N1CCC(C(=O)NC2CCCC2)CC1	-1%	-2%	-6	-18%	6%	-7%	-1%	0%	3%
Cc1ccc(NS(=O)(=O)c2cccc3cccnc23)c(Br)c1	3%	?	14	0%	33%[activator]	0%	36%[activator]	-4%	?
COCCn1c(SCc2csc(-c3ccccc3)n2)nc2ccccc21	4%	-12%	-16	-6%	-5%	-2%	-14%	-9%	-23%
CC(=O)Nc1sc2c(c1C(c1ccccn1)N1CCCC1)CCCC2 (stereo not given)	16%	-11%	-17	-2%	144%[activator]	5%	?	-2%	-8%
CN(Cc1ccccc1)C(=O)c1[nH]cnc1C(=O)Nc1ccon1	·	·	·	-16%	18%	10%	14%	·	-10%
Cc1cc2c(c(=O)o1)C(CCC1CCCCC1)C(C#N)=C(N)O2 (stereo not given)	?	?	-1	-4%	55%[activator]	7%	6%	-3%	-8%
Cc1ccc(-c2nc3n(n2)C(=O)CC(c2ccc(Cl)cc2)S3)cc1 (stereo not given)	-15%	0%	·	-22%	-24%	-2%	·	-3%	-4%
CN1CCN(C(=O)Nc2cccc3ccccc23)CC1	1%	-1%	-3	-9%	-3%[58.9 µM]	-5%	-8%	-2%	0%
CC(/C=N/NC(=O)c1nn(C)c(C)c1Br)=C\c1ccccc1	-1%	?	-3	-21%	29%	2%	5%	-21%	-18%
CCNC(=S)NN(c1ccccc1)c1ccccc1	19%	-8%	3	6%	19%	i	14%	-7%	0%
O=C(Nc1ccncc1)C1CC(=O)N(Cc2ccccc2)C1 (stereo not given)	·	·	-15	-6%	6%	-1%	·	·	-11%
COCCCNC(=O)C[C@H]1C[C@H](C(=O)N2CCCCC2)[C@@]2(CCc3ccccc3)c3[nH]c4cc(CCC(=O)N(C)C)ccc4c3CCN2C1=O	·	·	·	-15%	31%[activator]	11%	-8%	·	-6%
Cc1cc(NC(=O)CCN2CCC(C)CC2)ccc1Br	-25%	-10%	3	-12%	-7%	4%	23%	-9%	-9%
Cn1c(=O)c2c(nc(NCCCN3CCOCC3)n2Cc2ccc(Cl)cc2)n(C)c1=O	47%	-4%	0	1%	24%	i	-1%	1%	-18%
C/C(=N/OC(=O)c1ccccc1Br)c1ccc(C)cc1	-24%	?	-13	-21%	59%[activator]	-3%	19%	-7%	-13%

Quoted at random: two compounds from above, in no set order.
SMILES	POLB inh	Apoferritin bind	RXFP1 antag	POLK inh	POLI inh	Tb PGK inh	APE1 inh	BLM helicase inh	Pol eta inh
COCCCNC(=O)C[C@H]1C[C@H](C(=O)N2CCCCC2)[C@@]2(CCc3ccccc3)c3[nH]c4cc(CCC(=O)N(C)C)ccc4c3CCN2C1=O	·	·	·	-15%	31%[activator]	11%	-8%	·	-6%
COc1ccc(C)cc1S(=O)(=O)N1CCC(C(=O)NC2CCCC2)CC1	-1%	-2%	-6	-18%	6%	-7%	-1%	0%	3%

Next structures follow:
SMILES	POLB inh	Apoferritin bind	RXFP1 antag	POLK inh	POLI inh	Tb PGK inh	APE1 inh	BLM helicase inh	Pol eta inh
CSc1ccccc1NC(=O)CN(C)C(=O)Cc1c[nH]c2ccccc12	·	·	·	-13%	-15%	2%	5%	·	-7%
Cc1nn(CCCC(=O)NCc2ccccc2)c(C)c1[N+](=O)[O-]	1%	1%	-2	1%	21%	-9%	-1%	2%	-4%
Cc1cccc(CNc2cc(-c3cccc(C#N)c3)ncn2)c1	·	-20%	·	-6%[60.1 µM]	·	·	-2%	-2%	·
O=c1oc2c(CN3CCCCC3)c(O)ccc2cc1-c1nc2ccccc2[nH]1	-8%	·	-8	7%	?	-10%	-1%	-8%	-5%
COC(=O)c1ccc(NC(=O)c2ccc(C)cc2)o1	24%	-11%	-8	-13%	13%	-10%	20%	-5%	?
COc1ccc(Cn2c(-c3ccc(Cl)cc3)c[n+]3ccccc23)cc1	10%	-6%	-6	3%	9%	2%	-1%	19%	-11%
O=C(CNC(=O)c1cccc(Cl)c1)N/N=C/c1cccnc1	15%	?	1	3%	-6%	i	1%	-1%	-16%
Cc1ccccc1N(CC(=O)N/N=C/c1ccc(F)cc1)C(=O)c1ccccc1	11%	-21%	-3	-3%	-19%	-1%	10%	-19%	-15%
COc1ccc(NC(=O)CCCC(=O)NCCc2ccc(OC)c(OC)c2)cc1	58%	-14%	5	-16%	0%	-1%	6%	-2%	2%
O=C(Nc1ccc(F)cc1F)c1ccc2c(O)c(S(=O)(=O)c3ccc(Cl)cc3)c(=O)[nH]c2c1	20%	-2%	-9	-7%	0%	1%	·	-1%	6%
Cc1c(NC(=S)NC(=O)c2ccco2)c(=O)n(-c2ccccc2)n1C	13%	0%	-3	-9%	-5%	7%	5%	4%	-12%
CCN(CC(=O)NC1CCS(=O)(=O)C1)S(=O)(=O)c1ccc(C)cc1C (stereo not given)	11%	-19%	7	-3%	12%	-6%	-2%	-1%	-19%
CCC(CC)C(=O)Nc1cc(C(=O)NCCc2ccccc2)ccc1Cl	23%	-12%	5	-17%	-11%	·	-3%	-4%	-1%
COc1ccccc1CNC(=O)COC(=O)c1c[nH]c2ccccc12	·	·	9	7%	20%	-11%	28%	·	-10%
Cc1c2cnn(CC(=O)N3CCN(c4ccc(F)cc4)CC3)c(=O)c2c(C)n1Cc1ccccc1F	0%	?	-18	-4%	-7%	-6%	·	-2%	-9%

Compound profiles, as listed above.
Profile of `CC(=O)Nc1sc2c(c1C(c1ccccn1)N1CCCC1)CCCC2` (stereo not given) : POLB inh = 16%; Apoferritin bind = -11%; RXFP1 antag = -17; POLK inh = -2%; POLI inh = 144%[activator]; Tb PGK inh = 5%; APE1 inh = ?; BLM helicase inh = -2%; Pol eta inh = -8%
Profile of `O=C(Nc1ccncc1)C1CC(=O)N(Cc2ccccc2)C1` (stereo not given) : POLB inh = ·; Apoferritin bind = ·; RXFP1 antag = -15; POLK inh = -6%; POLI inh = 6%; Tb PGK inh = -1%; APE1 inh = ·; BLM helicase inh = ·; Pol eta inh = -11%

Carrying on:
SMILES	POLB inh	Apoferritin bind	RXFP1 antag	POLK inh	POLI inh	Tb PGK inh	APE1 inh	BLM helicase inh	Pol eta inh
Cc1noc(C)c1NC(=O)Nc1ccc2c(c1)C(=O)N([C@H](C)CO)C[C@H](C)[C@@H](CN(C)S(=O)(=O)c1cn(C)cn1)O2	·	·	·	0%	15%	10%	-7%	·	-19%
CN1CCC(=NNC(=O)C(=O)Nc2ccc(F)cc2)CC1	3%	-7%	10	-11%	33%[activator]	-1%	0%	-9%	-5%
CCOc1ccc(NCc2nnc(SCC(=O)Nc3cc(C)on3)n2-c2ccc(OC)cc2)cc1	6%	-22%	-2	-9%	1%	-5%	1%	-6%	-3%
Cc1ccc2nc(-c3ccccc3)cn2c1	8%	-12%	·	9%	37%[activator]	?	1%	4%	-4%
Cc1ccc(NC(=S)NNC(=O)CSc2nc3ccccc3c(=O)n2-c2ccc(C)cc2)cc1	0%	-18%	?	1%	-10%	-5%	-11%	-9%	-12%
CCC(C)c1ccc(OCC(=O)Nc2cccc(-c3nc4ncccc4o3)c2)cc1 (stereo not given)	?	?	?	-8%	16%	-5%	·	-9%	-25%
CC12CCC(C(=O)NNC(=O)c3ccccc3)(OC1=O)C2(C)C (stereo not given)	2%	-6%	-8	9%	16%	i	26%	0%	-3%
CCOc1ccc(CNC(=O)CCS(=O)(=O)Cc2ccccc2C)cc1OC	11%	-5%	-1	6%	30%	i	-3%	-2%	-4%
Cc1cccc(N2CCN(C(=O)c3cnn(-c4cccc(Cl)c4C)c3C3CCNCC3)CC2)c1C	37%	-13%	-28	4%	-17%	8%	·	4%	-5%
CN(C(=O)Cc1c(C(=O)O)n(C)c2ccccc12)c1cccc(C(F)(F)F)c1	39%	0%	4	-3%	118%[activator]	-5%	20%	-1%	-16%
COc1cc(OC)c(OC)cc1/C=C1\Oc2cc(OCC(=O)N3Cc4ccccc4C[C@H]3C(=O)O)ccc2C1=O	?	-12%	31	79µM*	?	-4%	-18%	-13%	22µM*
CN(c1ccc(Cl)cc1)S(=O)(=O)c1nnc(NC(=O)C(C)(C)C)s1	-8%	-3%	1	-12%	51%[activator]	i	12%	-3%	-15%
CCC(=O)N1c2ccccc2CC1C(=O)NCCc1ccccc1 (stereo not given)	-19%	16%	-11	-6%[60.1 µM]	22%	i	·	1%	-3%
COc1ccc(-n2c(=O)c3c4c(sc3n(Cc3cc(=O)n5c(C)cccc5n3)c2=O)CCC4)c(OC)c1	-20%	2%	·	-11%	79µM*	-5%	·	-10%	?
COc1ccc(-n2nc(C(=O)NCC(=O)N3CCN(c4ccc(F)cc4)CC3)c3ccccc3c2=O)c(OC)c1	-9%	3%	1	0%	18%	-2%	28%	-6%	-15%

3 entries out of the list, arranged by count of non-hydrogen atoms, lowest first:
SMILES	POLB inh	Apoferritin bind	RXFP1 antag	POLK inh	POLI inh	Tb PGK inh	APE1 inh	BLM helicase inh	Pol eta inh
Cc1ccc2nc(-c3ccccc3)cn2c1	8%	-12%	·	9%	37%[activator]	?	1%	4%	-4%
CCC(C)c1ccc(OCC(=O)Nc2cccc(-c3nc4ncccc4o3)c2)cc1 (stereo not given)	?	?	?	-8%	16%	-5%	·	-9%	-25%
CCOc1ccc(NCc2nnc(SCC(=O)Nc3cc(C)on3)n2-c2ccc(OC)cc2)cc1	6%	-22%	-2	-9%	1%	-5%	1%	-6%	-3%
